Screening data deposited in PubChem BioAssay by National Center for Advancing Translational Sciences (NCATS).
Tb PFK block – qHTS Assay to Find Inhibitors of T. brucei phosphofructokinase; 330,000 compounds, 0.17% hits; T. brucei PFK, ADP-Glo luminescence; ATP-dependent 6-phosphofructokinase (Trypanosoma brucei brucei), O15648; Potency, µM (doses to about 57.5 µM), without a hit: at the highest dose activity, negative = inhibition, actives largely listed as inhibitors;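 further: potency means the concentration at half of the fitted maximal effect; 0% = uninhibited 1x PFK enzyme wells and -100% = no-enzyme wells; nearly all actives have a fitted effect of over 60% in size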
Target sequence (O15648 whole entry, looked up): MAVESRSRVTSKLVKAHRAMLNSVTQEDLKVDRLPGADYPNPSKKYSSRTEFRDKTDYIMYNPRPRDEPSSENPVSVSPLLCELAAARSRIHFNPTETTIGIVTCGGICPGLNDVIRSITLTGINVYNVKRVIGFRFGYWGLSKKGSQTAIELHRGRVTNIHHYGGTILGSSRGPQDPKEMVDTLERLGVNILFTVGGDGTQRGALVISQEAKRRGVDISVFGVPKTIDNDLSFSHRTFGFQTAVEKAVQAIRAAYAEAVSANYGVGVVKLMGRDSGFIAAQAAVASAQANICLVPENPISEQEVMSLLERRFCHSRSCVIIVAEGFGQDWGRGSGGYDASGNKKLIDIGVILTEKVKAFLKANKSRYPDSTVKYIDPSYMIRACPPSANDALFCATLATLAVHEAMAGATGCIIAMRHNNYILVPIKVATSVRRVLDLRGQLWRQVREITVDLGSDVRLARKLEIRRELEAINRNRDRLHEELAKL
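PFK 1.25 nM, F6P 0.5 mM, ATP 0.1 mM, 0.1 M TEA pH 8.0, 5 mM MgCl2, 0.01% Tween20, 0.1% BSA; 45 min RT. ADP-Glo readout. qHTS titration up to 57 uM; curves fitted, compounds curve-classed.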
AT treatment – qHTS Assay for Identifying a Potential Treatment of Ataxia-Telangiectasia | Potency, µM (series often up to 57.5 µM), for inactives: at the highest dose activation, usual class: activators | 320,000 compounds, 0.19% hits | AID 485349, 2010 | […] A-T fibroblasts, KAP-1 phosphorylation AlphaLISA; neocarzinostatin DNA damage 30 min before lysis; further: potency means the concentration at half of the fitted maximal effect; % of control where 0% means no effect; nearly all actives have a fitted effect of over 45% in size
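ATM-like activity read as KAP-1 phosphorylation via AlphaLISA donor/acceptor antibody pairs after lysis and 6 hr at 25C. Cells were ATM-null patient fibroblasts ([…], hTERT), dosed 60 min, then exposed to the DSB inducer NCS for 30 min.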
Coupling enz – qHTS Assay for Inhibitors of Fructose-1,6-bisphosphate Aldolase from Giardia Lamblia: Coupling assay counterscreen; coupling enzyme system counterscreen, AmpLite Red fluorescence; activity change, negative = inhibition, % at 58.2 µM, hits read low; 290,000 compounds, 0.67% hits; in the data active means activity change below about -30%; further: on the % scale 0 is the no-effect control and ±100 the full control effect
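First, compound is pin-transferred into glyceraldehyde-3-phosphate coupling-enzyme reagent at 57.5 uM final and held 10 min at RT. Next, substrate, coupling system and AmpLite Red are added. After 20 min RT, fluorescence (525/598 nm) is read.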
Chronic BCR inh – qHTS Assay to Find Inhibitors of Chronic Active B-Cell Receptor Signaling | Potency, µM (highest dose often 46.1 µM), without a hit: top-dose ratio change, negative = lower green/red ratio, hits mostly inhibitors | 340,000 compounds, 0.05% hits | ABC-DLBCL IkBa-CBG/CBR reporter, luminescence ratio, 4 h | AID 493014, 2011; active means well fitted inhibition curve with a large enough effect in the signal ratio, with a control signal flat, not every such curve was filed as active; inconclusive means small, poorly fitted or top-dose-only effect, or effect the other way, or a change in a side signal; the % refers to the signal ratio;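 further: potency means the concentration at half of the fitted maximal effect; plate controls were basal doxycycline-induced cells for no effect and cells given 10 µM MG132 for full effect; MG132 reads +100%, hits lower the ratio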
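Concentration-response series (up to 46 uM) were applied to TMD8 dual-reporter cells for 4 h at 37C with doxycycline. Green/red ratio, after filter-overlap correction, defined %Activity; red signal alone was normalised to basal cells and zero luminescence.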
CXXC DNA block – qHTS Fluorescence Polarization Assay for Inhibitors of MLL CXXC domain - DNA interaction; Histone-lysine N-methyltransferase 2A (Homo sapiens), Q03164; MLL-CXXC / FITC-HOXA9 DNA fluorescence polarization; Potency, µM (doses to about 115 µM), inactives show top-dose activity change, negative = inhibition, most hits filed as inhibitors; 290,000 compounds, 0.037% hits; active means well fitted inhibition curve with a large enough effect in the polarisation, with a control signal flat, not every such curve was filed as active; inconclusive means small, poorly fitted or top-dose-only effect, or effect the other way, or a change in a side signal; inactive means no such curve, though single readings can be large or run the other way; the % refers to the polarisation; further: potency means the concentration at half of the fitted maximal effect
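Steps: dispense CXXC domain solution (7 uM) → pin compounds or unlabeled HOX-A9 DNA control → 5 min ambient → add FLSN-HOX-A9 solution (50 nM) → spin → 30 min ambient → fluorescence polarization. Tris pH 7.5/NaCl/DTT/BSA buffer.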
GALK inh – qHTS Assay for Inhibitors of Human Galactokinase (GALK); 270,000 compounds, 0.007% hits; Purified GALK, Kinase-Glo residual ATP luminescence; Potency, µM (top dose mostly 57.5 µM), inactives show at the top dose activity change, negative = inhibition, usual class: inhibitors; further: potency means the concentration at half of the fitted maximal effect; on the % scale 0 is the no-effect control and ±100 the full control effect
Target sequence (P51570 whole entry, looked up): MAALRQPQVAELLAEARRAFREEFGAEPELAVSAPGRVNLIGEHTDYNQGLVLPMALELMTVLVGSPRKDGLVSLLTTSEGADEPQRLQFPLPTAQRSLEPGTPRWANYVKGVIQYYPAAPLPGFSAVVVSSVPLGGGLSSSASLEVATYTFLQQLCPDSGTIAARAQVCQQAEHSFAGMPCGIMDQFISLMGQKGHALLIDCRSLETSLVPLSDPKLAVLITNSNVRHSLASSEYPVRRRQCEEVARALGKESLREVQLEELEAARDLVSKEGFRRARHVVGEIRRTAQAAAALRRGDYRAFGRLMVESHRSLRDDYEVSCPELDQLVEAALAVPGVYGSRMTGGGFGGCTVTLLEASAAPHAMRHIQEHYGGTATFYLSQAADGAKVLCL
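Human GALK (5 nM) with 35 uM ATP and 100 uM galactose in 20 mM HEPES pH 8.0, 5 mM MgCl2, 60 mM NaCl, 1 mM DTT, 0.01% BSA. After 1 h at room temperature, leftover ATP was read by Kinase-Glo Plus luminescence.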
TCR activator – Activators of T cell receptors: qHTS campaign. primary human leukocytes, anti-CD3, IL-2 HTRF, 48 h. 330,000 tested, under 10 active. AID 504894, 2011. Potency, µM (series often up to 9.22 µM), for inactives: at the highest dose activation of IL-2 secretion, most hits filed as activators; further: % of control where 0% means no effect
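1) Mix primary human leukocytes, a-CD3 beads and compound. 2) Incubate 48 hr. 3) Add HTRF IL-2 reagents (a-IL-2-K, a-IL-2-d2).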
hERG WT inh – qHTS for Inhibitors of KCHN2 3.1: Wildtype qHTS | Voltage-gated inwardly rectifying potassium channel KCNH2 (Homo sapiens), Q12809 | U2OS, BacMam KCNH2, thallium flux FluxOr; stronger effect = lower value | activity change, % at 1.84 µM | 340,000 compounds, 0.37% hits | AID 720551, 2013;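 active means maximum activity change below -70%; inconclusive means maximum activity change between -70% and -50%; inactive means maximum activity change above -50%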; further: on the % scale 0 is the no-effect control and ±100 the full control effect
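U2OS cells transduced with wild-type KCNH2 virus are loaded with FluxOr dye for 45 min, and thallium flux is measured in kinetic reads before and after stimulation buffer. Rate constants are normalized to DMSO controls.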
TSHR antag – Antagonists of the Thyroid Stimulating Hormone Receptor: HTS campaign | 330,000 compounds, 0.2% hits | activity change, negative = inhibition, % at 11.5 µM | Thyrotropin receptor (Homo sapiens), P16473 | AID 504810, 2011 | TSHR-expressing cells, TSH-stimulated cAMP HTRF, 2 h; stronger effect = lower value;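 active means activity change below a set negative limit, meaning inhibition stronger than a set level, cut at about -70% in these data; inconclusive means activity change between two set negative limits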; further: on the % scale 0 is the no-effect control and ±100 the full control effect
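Antagonism was scored as loss of TSH-driven cAMP in TSHR cells, stimulated with 4nM TSH (EC80) for 2 hours at 37 deg C and detected by homogeneous HTRF competition immunoassay.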
Giardia killer – Small Molecules that selectively kill Giardia lamblia: qHTS | Giardia lamblia trophozoite viability | activity change, % at 7.66 µM, hits read low | 340,000 compounds, 0.15% hits; in the data active means activity change below about -80%; inconclusive means between about -30% and that limit;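 further: parasites exposed to compound for two days anaerobically before the ATP read; on the % scale 0 is the no-effect control and ±100 the full control effect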
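Trophozoite viability was measured as ATP-dependent luminescence, read 15-30 min after reagent addition. Before that, parasites at 100 cells/well were exposed to compounds for 48 h, anaerobically, at 37 deg C.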
Active calls of the source: *; ? = inconclusive; / = no result given; [ ] = another dose, or the depositor's remark. Unless noted, the call rests on the fitted dose curve; in most records, active means well fitted curve in the direction sought with a large enough effect; inconclusive means small, poorly fitted or top-dose-only effect, or another doubt; inactive means no such curve, though single readings can be large; an effect the other way counts as inactive or inconclusive. Compounds as they come, and some 1.6% of all compounds hit somewhere here.

item	canonical_smiles	hERG WT inh	AT treatment	TSHR antag	Coupling enz	GALK inh	Chronic BCR inh	TCR activator	Giardia killer	CXXC DNA block	Tb PFK block
1	CCc1nnc(NC(=O)[C@@H]2CCCN2S(=O)(=O)c2ccc3c(c2)OCCO3)s1	-2.7	3.8%	4.3	4.1	0.0%	-7.8%	-24.3%	22.3	-1.4%	5.8%
2	C/C(Cl)=C\Cn1c(N2CCCC2)nc2c1c(=O)[nH]c(=O)n2C	-1.9	6.7%	-0.1	-0.8	-2.7%	5.8%	3.1%	12.4	-10.6%	6.7%
3	CCOC(=O)CN(C#N)c1nc(C)cc(C)n1	9.6	-2.6%	-1.4	-0.6	3.8%	9.0%	6.3%	-15.5	-6.0%	-2.5%
4	O=c1[nH]c(C2CCN(S(=O)(=O)c3cccc(C(F)(F)F)c3)CC2)nc2c1nnn2Cc1cccc(F)c1	-10.6	0.8%	-13.6	-1.7	-0.1%	?	-0.2%	-5.4	2.2%	-0.9%
5	COc1ccc(C(=O)[C@@H]2CC[C@](C)(C(=O)O)C2(C)C)cc1	0.8	8.6%	1.7	/	/	?	-1.3%	-28.9	/	0.0%
6	COc1ccc(S(=O)(=O)NN=C2CCCC2)cc1	2.1	4.6%	4.1	0.0	3.1%	-11.4%	1.1%	7.7	1.5%	0.1%
7	O=S(=O)(c1ccccc1)n1nc(-c2ccccc2)nc1NCc1ccco1	0.0	2.2%	15.7	0.1	0.0%	1.0%	-17.7%	10.6	2.5%	1.4%
8	COc1cccc(NC(=S)NCc2ccc(F)cc2)c1	-12.2	9.4%	14.9	-2.9	4.3%	-7.5%	/	9.2	-4.0%	-6.3%
9	COc1cc2c(cc1OC)C(Cc1ccc(O)cc1)N(C)CC2 (stereo not drawn)	-9.8	-1.2%	8.4	-0.3	-2.0%	?	0.5%	-2.3	0.6%	-1.7%
10	COc1ccc(CN2CCC(Oc3ccc(C(=O)N4CCCC4)cc3)CC2)c(F)c1	19.0	2.6%	-1.4	/	5.5%	1.0%	2.4%	8.1	-6.7%	-1.1%
11	COc1ccc(C(=O)Nc2ccccc2C(=O)NC(C(=O)NCc2ccco2)C(C)C)cc1 (stereo not drawn)	2.4	-0.8%	1.2	1.2	-0.1%	-0.2%	-0.8%	2.1	4.1%	-5.4%
12	Cc1cccc(C)c1NCC(=O)N1CCN(Cc2ccccc2)CC1	26.8	16.7%	0.5	2.1	-1.2%	-5.2%	0.1%	3.7	?	-0.4%
13	COC(=O)c1nnn(-c2nonc2N)c1CSCCO	-12.0	-7.5%	-1.1	1.5	-1.3%	5.9%	2.8%	-8.4	2.9%	-0.1%
14	CC(=O)c1ccc(N2C(=O)[C@@H]3[C@H](C2=O)[C@H]2c4ccccc4C=NN2[C@@H]3C(C)=O)cc1	0.8	6.1%	7.0	-0.2	/	-1.2%	5.4%	-14.0	-12.8%	-15.1%
15	COc1ccc(-c2nn(CCC(=O)O)cc2/C=N/NC(N)=S)cc1	0.4	2.4%	-14.0	0.7	-1.3%	-1.0%	5.1%	2.9	-14.1%	0.4%
16	Cc1cc(C)cc(N2C(=O)c3nccnc3C2=O)c1	-4.5	-0.4%	13.3	0.0	0.0%	5.3%	-1.8%[46.1 µM]	-5.3	-5.5%	-5.5%
17	COc1ccc2c(-c3ccc(SC)cc3)c(-c3ccc(S(C)(=O)=O)cc3)sc2c1	11.4	17.8%	4.2	/	/	0.5%	8.9%	10.9	/	5.6%
18	COc1ccc(C(=O)N/C(=C\c2cn(S(=O)(=O)N(C)C)c3ccccc23)C(=O)N2CCN(C)CC2)cc1	6.6	-0.4%	-1.4	-0.4	-1.1%	6.7%	7.4%	4.7	1.2%	2.5%
19	COc1ccc(S(=O)(=O)Nc2cccc3c2O[C@H](CN(C)Cc2ccccc2)[C@@H](C)CN([C@H](C)CO)C3=O)cc1	-0.3	0.1%	6.3	/	/	2.6%	-9.2%	-0.7	/	2.6%
20	Cc1ccc(N2CCN(C(=O)c3ccccc3F)CC2)c(C)c1	1.3	17.8%	-15.9	2.1	-4.4%	0.9%	-7.9%	11.7	-0.4%	-3.1%
21	CC(C)c1ccc(NC(=O)C(c2ccc3c(c2)OCO3)N2CCC3(CC2)OCCO3)cc1 (stereo not drawn)	0.0	9.1%	-7.7	-4.3	0.3%	-12.7%	-6.7%	8.2	-5.6%	-0.4%
22	CCC1CCCCN1CCCNC(=O)C1CCN(S(=O)(=O)N2CCC3(CC2)OCCO3)CC1 (stereo not drawn)	6.3	0.9%	-6.3	0.4	-0.6%	-23.5%	-2.2%	25.5	12.7%	-0.4%
23	COc1ccc(NC(=O)COC(=O)CNS(=O)(=O)c2ccc(F)c(F)c2F)cc1OC	-4.0	3.1%	11.2	-7.1	0.7%	-7.2%	0.0%[46.1 µM]	13.5	16.0%	-0.6%
24	COCCN(C(=O)CCC(=O)Nc1cc(C)on1)C(C(=O)NC1CCCC1)c1ccc(C(C)C)cc1 (stereo not drawn)	0.8	2.1%	-4.5	0.7	-2.0%	5.5%	-9.7%	3.1	32.0%[activator]	0.2%
25	CCc1nc2ccccc2c(C(=O)OCC(=O)N(CC(C)C)c2c(N)n(Cc3ccccc3)c(=O)[nH]c2=O)c1C	-10.3	-0.4%	-15.9	/	/	?	-8.3%	11.5	/	-7.3%
26	N#Cc1cc2c(=O)n3ccccc3nc2n(Cc2ccco2)c1=NC(=O)c1ccco1	-10.8	-2.5%	5.6	-2.4	0.3%	5.5%	0.8%[46.1 µM]	20.7	21.5%	-7.9%
27	CCCn1nc(C(=O)NNC(=O)c2cccc(S(=O)(=O)NC(C)C)c2)c2ccccc2c1=O	-0.3	-3.8%	37.9	/	-7.9%	-5.6%	-3.0%	14.0	-20.9%	4.8%
28	COc1ccc(NS(=O)(=O)c2ccc(OC)c(N(C)S(=O)(=O)c3ccc(Cl)cc3)c2)cc1	-2.5	-2.7%	-13.6	1.4	-0.5%	?	-1.6%	18.6	3.0%	0.7%
29	Cc1ccnc(NC(=O)CCC(=O)N(CC(=O)NCc2ccccc2)Cc2ccccc2)c1	3.1	-6.5%	8.5	-0.9	-0.9%	-7.5%	1.4%	-12.7	3.1%	9.1%
30	COc1ccc(-n2c(SCC(=O)Nc3ccc(C(=O)O)cc3)nnc2-c2ccccc2)cc1OC	11.2	-5.4%	5.7	5.5	-1.3%	0.3%	4.0%	56.3[activator]	-1.0%	-18.5%
31	COc1ccc(S(=O)(=O)N2CCCCC2)cc1NC(=O)CNc1ccc(F)cc1C	1.0	2.4%	3.2	/	/	0.0%	-3.2%	10.3	/	0.8%
32	CCc1c(C)sc(NC(=S)N2CCN(CC)CC2)c1C(=O)OC	4.1	3.6%	2.7	-1.4	-2.0%	?	-1.0%	3.8	3.2%	-0.3%
33	NC(=S)n1[nH]c(-c2ccc([N+](=O)[O-])cc2)c(N=Nc2ccc(Cl)cc2)c1=O	0.7	3.3%	-27.4	-1.0	5.9%	10µM*	5.9%	-1.6	29.1%	-1.7%
34	O=C(COc1coc(CN2CCc3ccccc32)cc1=O)Nc1ccccc1	5.3	10.5%	-2.1	/	/	3.1%	-2.8%	4.9	/	8.9%
35	Cc1sc2nc(N3CCOCC3)[nH]c(=O)c2c1-c1ccccc1	-4.8	3.7%	-2.2	2.8	/	7.1%	-1.0%[46.1 µM]	-4.1	1.5%	-7.5%
36	O=C(/C=C/c1ccco1)N1CCN(S(=O)(=O)c2cccc([N+](=O)[O-])c2)CC1	4.3	12.1%	/	/	/	?	1.4%	-9.0	/	9.6%
